High-throughput results from PubChem BioAssay.
DAX1 inh-1 – DAX1 (NR0B1) inhibition, primary screen | HEK293T StAR-luciferase reporter, SF-1/DAX-1 repression relief | inhibition, % at 6.8 µM | actives 1.1% (n = 370,000) | AID 652010;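 active = inhibition above the mean over all tested compounds plus 3 SD, cut at about 3.6% in these data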;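 also: 0% = DAX-1 cells with DMSO and 100% = cells lacking DAX-1 with DMSO; higher inhibition means more luminescence from relief of DAX-1 repression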
SMARCA2 activ – activators of SMARCA2 function | actives 1% (n = 370,000) | activation, % at 9.1 µM | MG213 cells, MMTV-luciferase reporter, dexamethasone, overnight; in the data active = activation above about 7.8%;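 also: 0% = vehicle wells and 100% = reference activator wells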
FXN GAA850 act – increases GAA850 frataxin promoter reporter activity. HEK293 lucGAA850 FXN promoter luciferase reporter, 24 h; percent of 10 µM SAHA response. activation, % at 6 µM. actives 0.56% (n = 360,000);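 active = activation above the average of all compounds screened plus 3 SD, cutoff fixed separately per campaign, cut at about 7.5% in these data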;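 also: 0% = DMSO wells and 100% = 10 µM SAHA wells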
sPLA2-III inh – Inhibits HGIII-sPLA2 liposome hydrolysis, primary screen; QFRET BODIPY PC-A2 liposome hydrolysis, fluorescence; actives 0.56% (n = 370,000); inhibition, % at 12.2 µM; AID 743126; Q9NZ20;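 active = inhibition above mean plus 3 SD of compounds lying within the high and low control bounds, cut at about 19% in these data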;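 also: 0% = median of test compound wells and 100% = no enzyme DMSO wells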
ssDAF-12 act – activators of S. stercoralis DAF-12 nuclear receptor; HEK293 ssDAF-12/GRIP1 lit1-tk-luc reporter, luminescence; % of 3 µM dafachronic acid response; activation, % at 6.8 µM; actives 1% (n = 370,000);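 active = activation above the mean over all tested compounds plus 3 SD, cut at about 0.9% in these data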;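 also: 0% = DMSO-only wells and 100% = 3 µM delta7-dafachronic acid wells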
hcDAF12 agonist – H. contortus DAF-12 activation, primary screen; HEK293 hcDAF-12 lit1-tk-luc reporter, luminescence; 0% DMSO, 100% Δ7-dafachronic acid; activation, % at 6.8 µM; actives 1.4% (n = 370,000);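 active = activation above the mean of all tested compounds plus 3 SD, cut at about 5.5% in these data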;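 also: 100% = response to 3 µM Δ7-dafachronic acid high control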
hgDAF-12 ag – activates the H. glycines DAF-12 receptor ligand-binding domain; HEK293 GAL4-hgDAF12 UAS-luciferase reporter, agonist luminescence; normalized to butyrate control; AID 687014; activation, % at 6.8 µM; actives 1.8% (n = 370,000);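 active = activation above a cutoff set at the mean of all screened compounds plus 3 SD, cut at about 10% in these data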;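 also: 0% = DMSO wells and 100% = sodium butyrate wells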
ADAM10 inh – ADAM10 inhibition, QFRET primary screen; inhibition, % at 7 µM; AID 720582; actives 0.62% (n = 370,000); recombinant ADAM10, EDANS/DABCYL FRET peptide cleavage, 3 h;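 active = inhibition above a per-campaign cutoff equal to the mean of compounds falling between control-based bounds plus 3 SD, cut at about 20% in these data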;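 also: 0% = DMSO wells while the 100% control is not disclosed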
Target sequence (O14672 214-748 limits assumed): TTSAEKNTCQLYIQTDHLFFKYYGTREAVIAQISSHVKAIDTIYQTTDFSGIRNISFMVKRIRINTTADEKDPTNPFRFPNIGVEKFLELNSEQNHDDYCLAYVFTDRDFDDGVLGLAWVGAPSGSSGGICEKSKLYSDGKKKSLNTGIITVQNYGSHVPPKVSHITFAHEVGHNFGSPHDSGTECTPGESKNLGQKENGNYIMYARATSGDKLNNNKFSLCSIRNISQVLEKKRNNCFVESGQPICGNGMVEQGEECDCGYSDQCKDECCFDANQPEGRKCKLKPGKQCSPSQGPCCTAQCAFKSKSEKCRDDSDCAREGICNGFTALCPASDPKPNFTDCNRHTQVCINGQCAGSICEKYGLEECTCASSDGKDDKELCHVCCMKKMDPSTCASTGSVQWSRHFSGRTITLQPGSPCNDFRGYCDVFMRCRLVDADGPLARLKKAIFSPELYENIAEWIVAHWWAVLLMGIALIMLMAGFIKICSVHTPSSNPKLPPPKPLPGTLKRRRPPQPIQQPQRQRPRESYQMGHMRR
GC-A act – GC-A (human) enzyme activation; P16066; actives 0.14% (n = 370,000); HEK293 GC-A cells, cGMP TR-FRET, EC30 ANP; 0% at EC30 ANP, 100% saturating ANP; activation, % at 10 µM; in the data active = activation above about 40%
NPR2 activator – GC-B (human) receptor activation | P20594 | HEK293-GC-B cells, CNP EC30, cGMP TR-FRET; 0% at EC30 CNP, 100% saturating CNP | activation, % at 10 µM | actives 0.11% (n = 370,000) | AID 1920062;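 active = activation at 10 µM reaching about 35% in either raw or pattern-adjusted values, limit read from the data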
DAX1 inh-2 – inhibits human nuclear receptor DAX1; actives 0.99% (n = 340,000); AID 504766; inhibition, % at 6.75 µM; P51843; HEK293 Gal4-DAX1 luciferase reporter, luminescence;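 active = inhibition above the mean over all tested compounds plus 3 SD, cut at about 4.2% in these data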;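 also: 0% = DAX1-transfected cells with DMSO and 100% = empty-vector control cells with DMSO; inhibition shows as a rise in luminescence from relieved DAX1 repression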
Target sequence (P51843 207-470 limits assumed): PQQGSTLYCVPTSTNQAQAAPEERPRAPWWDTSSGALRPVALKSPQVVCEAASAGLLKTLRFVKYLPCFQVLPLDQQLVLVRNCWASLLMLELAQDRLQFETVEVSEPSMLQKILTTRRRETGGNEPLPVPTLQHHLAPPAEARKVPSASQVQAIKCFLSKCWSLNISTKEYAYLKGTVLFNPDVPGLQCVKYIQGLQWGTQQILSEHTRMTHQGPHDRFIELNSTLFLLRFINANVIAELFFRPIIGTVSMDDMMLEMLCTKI
Numbers without * were called inactive; i = inactive; . = not tested or not shown.

SMILES	DAX1 inh-1	SMARCA2 activ	FXN GAA850 act	sPLA2-III inh	ssDAF-12 act	hcDAF12 agonist	hgDAF-12 ag	ADAM10 inh	GC-A act	NPR2 activator	DAX1 inh-2
Nc1ccccc1N=Nc1ccccc1N	1.1	7	1.7	10	0.6	6.7*	9.7	-11	1	-3	1.0
O=C(CSc1nnc(Cn2c(=O)sc3ccccc32)n1-c1ccccc1)N1CCCC1	-0.6	1	-1.8	3	-0.3	0.3	4.9	-11	3	0	-0.5
CCOC(=O)c1c(-c2ccccc2)csc1NC(=S)NC	-0.5	-4	2.7	8	-0.3	1.2	1.7	4	-1	-4	-1.2
COC(=O)C(C)N1C(=O)S/C(=C\c2cc(C)n(-c3ccccn3)c2C)C1=O (stereo not given)	0.9	3	1.7	1	-0.2	0.4	11*	-12	1	-1	-0.5
Cc1ccc(CNC(=O)CCc2nc(-c3cccs3)no2)cc1	1.6	-3	-2.0	-2	-1.5	1.7	-0.6	-3	-2	1	1.7
O=C(C[C@H]1C/C=C\C[C@H](Cc2ccc(F)cc2)C(=O)OC[C@@H]2CCCN2C1=O)N[C@H](CO)Cc1ccccc1	0.6	0	-2.6	-7	-1.6	-1.2	-0.6	-5	4	-5	0.9
COc1ccc(C(=O)c2ccc(Br)cc2)cc1	0.6	0	6.0	4	-1.4	-0.7	3.1	0	1	-1	1.8
O=C(CCN1C(=O)c2ccccc2S1(=O)=O)N1CCN(c2ccccc2F)CC1	0.3	-2	0.2	-4	-0.7	-1.1	0.2	-1	3	-1	-0.7
Cc1nc2cc(NC(=O)Nc3ccc(Br)cc3)ccc2o1	1.1	0	0.6	-22	-0.8	2.1	13*	-22	-7	2	0.8
O=c1[nH]c(NCc2ccco2)nnc1Cc1ccccc1Cl	-1.6	1	-3.6	2	-1.2	-2.2	0.9	1	1	0	-1.5
O=C(CSc1ccc(-c2ccc(Cl)cc2)nn1)Nc1ccc2c(c1)OCCO2	0.2	5	-1.8	3	-1.3	-0.4	-1.3	4	17	1	0.7
CCn1c(C)c(C(C)=O)c(N2CCCC2)nc1=S	0.1	-2	2.3	4	-1.6	0.5	2.4	-4	3	-1	-0.6
Cc1[nH]n(-c2ccccc2)c(=O)c1/C=N/NC(=O)c1ccoc1C	-0.1	0	-0.1	-1	-0.1	4.5	10	-8	2	-5	-0.9
CCN(C(=O)CSc1nnc(-c2ccccc2OC)n1N)c1c(N)n(Cc2ccccc2)c(=O)[nH]c1=O	1.3	-1	0.9	5	-1.3	-1.0	-1.8	-13	2	0	-0.5
Nc1c(C(=O)Nc2ccc3c(c2)OCCO3)nnn1CCc1ccccc1	-2.2	1	-0.3	-3	-0.9	0.2	9.1	-3	-1	1	-0.9
CCC(C)NCCOc1ccc(C(C)(C)c2ccccc2)cc1 (stereo not given)	0.1	-2	0.2	7	-1.0	-0.7	-2.1	-3	-6	-2	-0.6
C#CCOCCOCCOCCNc1nc(N2CCN(C(=O)Cn3cc(CCCN=C(N)N)nn3)CC2)nc(N2CCN(C(=O)[C@H](Cc3ccc(O)cc3)n3cc(CCO)nn3)CC2)n1	.	.	.	4	-0.9	-1.8	3.6	-3	3	-1	.
CC1=C(C(=O)OCC(C)C)C(c2ccccc2Cl)NC(=O)N1C (stereo not given)	0.0	0	-1.7	5	-0.8	-2.6	-2.6	2	0	3	-0.4
CCOC(=O)C1(CC2CCCCO2)CCN(S(=O)(=O)c2ccccc2)CC1 (stereo not given)	0.3	-1	2.6	-3	-1.6	-0.3	-0.6	-1	0	3	0.8
CC(=O)c1cc2c(cc1NC(=O)Cn1nc(-c3ccc(F)cc3)ccc1=O)OCO2	-0.7	4	2.0	-3	-1.6	-3.6	-2.4	-12	-1	-2	-1.6
CCSCCOC(=O)C1=C(C)NC(=O)NC1c1ccc2c(c1)OCO2 (stereo not given)	0.1	-4	0.3	5	-1.9	-2.9	-1.2	-3	-1	1	-0.3
O=C1CC(c2ccccc2)=NN1c1nc(-c2ccccc2)cs1	-0.1	3	0.0	-4	-0.1	3.7	3.7	1	2	4	-0.6
Cc1cc(C(=O)Nc2ccncc2)ccc1[N+](=O)[O-]	0.1	-1	2.6	2	-1.4	-2.5	1.9	2	1	1	-0.8
CC(Sc1nc(=O)cc(N)n1CCc1ccccc1)C(=O)NCc1ccccc1 (stereo not given)	-0.8	1	0.5	-6	-1.1	0.7	-1.4	-38	4	0	-0.1
Cc1c(NC(=O)c2ccc(N3C(=O)C4C5C=CC(C5)C4C3=O)cc2)c(=O)n(-c2ccccc2)n1C (stereo not given)	0.1	2	-1.5	2	-0.9	-0.8	0.4	6	1	-1	1.6
Cc1ccc(N=Nc2[nH]c3ccccc3c2O)cc1	2.5	9.1*	2.3	1	0.7	9.5*	13*	3	0	0	2.6
COc1ccc(C(C)(C)C)cc1NC(=O)C1CCCO1 (stereo not given)	1.1	-1	0.8	1	-1.5	-0.7	-1.3	-6	0	2	0.2
COc1ccccc1OCC#CCNC1CCCCC1C (stereo not given)	-0.3	1	-1.3	2	-1.6	-1.4	0.0	-4	1	-3	0.7
CCn1nnnc1-c1ccc(OC)c(S(=O)(=O)Nc2ccc(OC)cc2)c1	0.0	-2	0.8	6	-0.8	-0.4	-0.6	-11	.	.	-0.4
COc1ccccc1-n1ccnc1SCC(=O)NCc1ccco1	-0.3	1	-0.4	-1	-0.3	-1.3	3.0	6	3	2	-1.0
Cc1ccc(NC(=O)c2cc(NC(=O)CCCC(=O)O)ccc2Cl)cc1Cl	0.2	2	-0.6	-6	-0.8	-0.1	-1.6	6	-1	-1	-0.7
CCOC(=O)C1=C(C)NC(C)=C(C(=O)OCC)C1C(=O)OCC(=O)NC1(C#N)CCCCC1	-4.1	-3	-3.7	-5	-1.5	-1.4	-2.7	-120	-2	2	-2.7
O=C(CCN1C(=O)c2ccccc2C1=O)N1CCCCCC1	0.0	1	-1.1	3	-0.9	-1.1	2.2	7	0	2	0.1
O=C1CCCCCCCN1Cc1ccccc1	0.1	-2	0.1	-5	-1.7	0.9	-1.9	0	2	7	4.1
COc1ccc(NS(=O)(=O)c2ccc3c(c2)NC(=O)CC(=O)N3)cc1OC	0.6	2	-0.3	2	-0.4	-0.1	-0.2	4	5	3	0.0
COc1ccccc1NCC(=O)N/N=C/c1cccnc1	-0.4	4	-1.9	6	-2.0	-0.5	-0.6	6	-1	3	1.4
COc1ccc(C2C3=C(CC(C)(C)CC3=O)OC(N)=C2[N+](=O)[O-])cc1 (stereo not given)	0.0	2	1.8	-2	-0.8	-0.4	-0.9	-4	2	-3	1.0
O=C(c1cc(-c2ccco2)nc2ccccc12)N1CCN(Cc2ccccc2)CC1	-0.6	4	1.1	-8	-0.4	0.9	-1.5	i	-1	1	0.0
O=C(Nc1nc(-c2ccc(Oc3ccccc3)cc2)cs1)C1=COCCO1	-2.0	-4	1.0	-16	-2.8	-4.9	-1.9	17	-4	-2	-1.7
Cc1c(C(=O)NC(C)c2ccncc2)oc2ccccc12 (stereo not given)	-0.9	-5	-1.6	2	-1.2	1.2	0.0	8	-1	5	1.4
O=C1C(C=Nc2ccc(F)cc2)=C(O)c2ccccc21	5.3*	4	5.0	2	0.7	8.9*	22*	-4	-1	-1	0.0
O=C(OCC(=O)N1CCCC1)c1ccccc1C(=O)c1ccccc1	0.7	2	2.2	-7	-0.7	-1.9	2.7	-7	2	0	-0.6
Cc1cc2oc(C(=O)Nc3ccc(S(=O)(=O)N4CCCC(C)C4)cc3)cc(=O)c2cc1Cl (stereo not given)	0.5	2	3.6	-1	-1.2	-1.2	2.5	-8	3	-3	-0.2
O=S(=O)(NCc1cccnc1)c1cccn1-c1ncc(C(F)(F)F)cc1Cl	-1.5	-2	2.6	4	-1.8	-2.5	-2.9	-3	7	-4	-3.7
COc1cc(NC(=O)CCn2c(=S)oc3ccccc32)cc(OC)c1OC	-0.1	2	-0.9	1	-1.1	-1.9	2.4	-5	-8	-5	1.0
COCCn1c(=NC(=O)/C=C/c2ccccc2Cl)sc2cc(NC(C)=O)ccc21	-1.1	-3	-0.6	7	-1.0	-1.1	-2.6	-7	0	2	0.6
Cc1cccc(NC(=O)NCC2CC2)c1	0.5	3	0.2	3	-1.1	2.1	-1.3	9	-1	-11	2.2
COc1cccc(C(=O)Nc2cc(NC(=O)c3cccs3)ccc2C)c1OC	-0.3	-2	1.4	-3	-1.7	-4.5	-3.5	7	13	12	-2.2
Nc1sc(-c2ccccc2)cc1C(=O)NCCN1CCOCC1	-0.6	0	.	20*	0.0	-0.6	-0.6	-56	-7	-4	.
COc1cc(CN2CCN(CCOCCO)CC2)cc(OC)c1OC	-0.8	0	0.4	3	-1.1	-0.1	3.1	7	4	3	-0.9
(listing goes on)
SMILES	DAX1 inh-1	SMARCA2 activ	FXN GAA850 act	sPLA2-III inh	ssDAF-12 act	hcDAF12 agonist	hgDAF-12 ag	ADAM10 inh	GC-A act	NPR2 activator	DAX1 inh-2
O=C(NCC1CCCO1)c1ccc2c(=O)n(-c3ccccc3)c(=S)[nH]c2c1 (stereo not given)	0.8	-4	-0.8	1	-1.4	1.7	-0.1	-3	0	2	-0.3
FC(F)(F)c1cc(N2CCN(Cc3ccccc3)CC2)c2ccccc2n1	0.0	-2	-1.1	6	-0.5	-0.6	-0.8	-8	-14	-2	2.3
CCCN(CCC)C(=O)CSc1nc2ccccc2c(=O)n1C1CCCC1	-1.6	0	-0.3	-2	-1.6	-1.5	-1.3	4	-3	3	-2.0
CCOc1ccc(Br)cc1S(=O)(=O)N1CCC(C(=O)O)CC1	1.0	-3	0.9	5	-0.8	0.3	-4.4	-3	3	1	0.0
Cc1ccc(N(CC(=O)N/N=C/c2ccc(OC3CSC3)cc2)S(=O)(=O)c2ccccc2)c(C)c1	0.8	-1	3.7	-2	-1.2	-1.8	5.5	11	0	3	-1.5
Cc1nnc(NC(=O)CSc2nnc(CC(=O)Nc3ccccc3C)n2C)s1	0.3	-1	1.0	2	-1.1	2.1	0.0	-6	3	-6	2.1
COC(=O)C1=C(C)N(Cc2ccc(F)cc2)C(=S)NC1c1ccc(F)cc1 (stereo not given)	0.3	-4	.	11	-1.0	-1.8	-2.5	10	-9	-13	.
COc1cc(OC)cc(C(=O)N/N=C\c2ccoc2)c1	-3.3	-3	-3.6	4	-0.7	-1.2	-1.7	-18	1	3	-1.2
O=C(CNC(=O)c1ccc(N2C(=O)c3ccccc3C2=O)cc1)OCC(=O)c1cccc2ccccc12	0.2	0	0.6	5	-0.8	-0.3	-1.3	0	-2	-3	-1.2

Entries of single compounds, looked up by structure:
Record of COC(=O)C1=C(C)N(Cc2ccc(F)cc2)C(=S)NC1c1ccc(F)cc1 (stereo not given) → DAX1 inh-1 = 0.3; SMARCA2 activ = -4; FXN GAA850 act = .; sPLA2-III inh = 11; ssDAF-12 act = -1.0; hcDAF12 agonist = -1.8; hgDAF-12 ag = -2.5; ADAM10 inh = 10; GC-A act = -9; NPR2 activator = -13; DAX1 inh-2 = .
Record of CCCN(CCC)C(=O)CSc1nc2ccccc2c(=O)n1C1CCCC1 → DAX1 inh-1 = -1.6; SMARCA2 activ = 0; FXN GAA850 act = -0.3; sPLA2-III inh = -2; ssDAF-12 act = -1.6; hcDAF12 agonist = -1.5; hgDAF-12 ag = -1.3; ADAM10 inh = 4; GC-A act = -3; NPR2 activator = 3; DAX1 inh-2 = -2.0
